Source: PubChem (Johns Hopkins Ion Channel Center)
MrgX1 antagonist: antagonists of human MrgX1 receptor, primary screen, HEK293 cells, Fluo-4 calcium flux; BAM8-22 antagonism; hits give low values; B-score at 10 µM; AID 588676, 2011; actives 1.3% (n = 310,000);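 active means calcium-response B-score plate-corrected more than 3 library SD below zero, starting fluorescence within 5 deviations, no agonist response on first addition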;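 further: peak minus trough fluorescence over baseline after final BAM8-22 challenge near maximal dose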
Target sequence (Q96LB2 whole entry, looked up): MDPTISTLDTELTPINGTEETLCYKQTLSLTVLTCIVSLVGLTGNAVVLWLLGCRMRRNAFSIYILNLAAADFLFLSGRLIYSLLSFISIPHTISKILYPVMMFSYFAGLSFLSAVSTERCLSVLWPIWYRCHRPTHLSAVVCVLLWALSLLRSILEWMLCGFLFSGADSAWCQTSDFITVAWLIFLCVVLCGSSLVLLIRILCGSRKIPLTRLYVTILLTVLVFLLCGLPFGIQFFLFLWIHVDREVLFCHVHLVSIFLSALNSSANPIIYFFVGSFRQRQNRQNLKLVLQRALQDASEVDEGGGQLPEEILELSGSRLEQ
TRPC4 agonist: activators of mouse TRPC4 channel, primary screen, Fluo4 calcium, HEK293 TRPC4beta/mu-opioid cells; Short transient receptor potential channel 4 (Mus musculus), Q9QUQ5; Fluo4 calcium fluorescence; hits give high values; B-score at 10 µM; actives 0.49% (n = 310,000); AID 2237, 2010;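 active means B-score above 5 SD of library B-scores, and initial fluorescence ratio not above library mean plus 5 SD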;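 further: positive B-score marks a calcium rise read as TRPC4 activation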
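Assay system: HEK293 cells stably co-expressing mouse TRPC4beta and mu-opioid receptor / Timing: Fluo4 dye loading 45 min at room temperature, 110 s recording / Signal: Fluo4 calcium-sensitive dye fluorescence, kinetic, 1 Hz baseline / Read-out: integrated baseline-normalised fluorescence ratio, converted to per-well B score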
TRPC6 inh: mouse TRPC6 channel inhibitors, primary screen, cell-based, HEK293, membrane potential dye; Short transient receptor potential channel 6 (Mus musculus), Q61143; B-score at 10 µM; ACh-evoked depolarization; hits give low values; AID 2553, 2010; actives 1.1% (n = 310,000);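 active means B-score under library mean minus 3 SD, initial fluorescence not abnormally high, positive integrated signal ratio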;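 further: B-score derived from integrated fluorescence ratio over the kinetic read; more negative B-score means stronger inhibition of depolarization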
TRPC4 block: inhibitors of mouse TRPC4 channel, primary screen, Fluo4 calcium, HEK293 TRPC4beta/mu-opioid cells; Short transient receptor potential channel 4 (Mus musculus), Q9QUQ5; B-score at 10 µM; AID 2247, 2010; actives 0.39% (n = 300,000); DAMGO-evoked Fluo4 calcium flux; hits give low values;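 active means B-score over 3 SD under the library average, no early fluorescence shift, positive overall ratio signal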
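Material: HEK293 cells with stable TRPC4beta plus mu-opioid receptor expression; probe or stimulus: DAMGO in two steps, submaximal then maximal; technique: Fluo4 calcium fluorescence by kinetic imaging, 5 s 1 Hz baseline; measure: integrated fluorescence ratio relative to baseline, converted to per-well B score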
TRPC6 activator: mouse TRPC6 channel activators, primary screen, cell-based, HEK293, membrane potential dye; actives 0.13% (n = 310,000); B-score at 10 µM; Short transient receptor potential channel 6 (Mus musculus), Q61143; HEK293-TRPC6 membrane potential dye fluorescence; hits give high values;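 active means B-score of the integrated fluorescence ratio above library mean plus 3 SD, and starting fluorescence ratio within library mean plus 5 SD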;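 further: higher score means more depolarization so channel activation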
ANO1 block: TMEM16A chloride channel inhibitors, primary screen, cell-based, HTS; HEK293 TMEM16A/YFP iodide influx fluorescence, ionomycin; normalized B-score (activity score, 25-100; higher = stronger inhibition) at 10 µM; actives 1.2% (n = 310,000); AID 588511, 2011;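 active means ratio plate-corrected score three or more library SD toward inhibition, starting fluorescence score within five deviations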;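 further: score derived from kinetic fluorescence span divided by baseline fluorescence per well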
MrgX1 allo act: positive allosteric modulators of MrgX1, primary screen, HEK293 cells, Fluo-4 calcium flux; Mas-related G-protein coupled receptor member X1 (Homo sapiens), Q96LB2; B-score at 10 µM; actives 0.63% (n = 310,000); FDSS; hits give high values; AID 588675, 2011;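 active means plate-corrected calcium response at least 3 library SD above typical, normal starting fluorescence, not activating the receptor alone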;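 further: compound read alongside a low EC10 to EC30 dose of BAM8-22 agonist; peak minus trough fluorescence over baseline measured at the second addition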
ANO1 activ: TMEM16A chloride channel activators or potentiators, primary screen, cell-based, HTS. HEK293 TMEM16A/YFP-H148Q/I152L, iodide quench fluorescence; hits give low values. B-score at 10 µM. actives 0.3% (n = 340,000). AID 623877, 2012;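 active means fluorescence-ratio B-score plate-corrected deviation score at least 3 library SD below zero, with starting fluorescence score within 5 deviations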;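 further: channel opened by trigger with iodide after compound preincubation; score built on the fluorescence ratio of max minus min over baseline; more negative score means more quench and so TMEM16A activation or potentiation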
TRPC4 potent: positive allosteric modulators of TRPC4, primary screen, cell-based, mouse TRPC4beta, HEK293 mu-opioid, Fluo-4 calcium | Short transient receptor potential channel 4 (Mus musculus), Q9QUQ5 | DAMGO EC20, Fluo-4 Ca2+ flux; hits give high values | B-score at 10 µM | actives 0.42% (n = 310,000) | AID 2227, 2009;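 active means B-score of calcium response area above 5 SD of library B-scores, with initial fluorescence ratio within 5 SD of library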;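 further: B-score of integrated fluorescence ratio over time as area under calcium response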
RGS4 block: RGS4 inhibitors, primary screen, cell-based, HEK293 M3R inducible RGS4, calcium flux; Regulator of G-protein signaling 4 (Homo sapiens), P49798; Fluo-4 calcium flux; hits give high values; triggered by carbachol at its EC20; B-score at 10 µM; actives 0.45% (n = 310,000); AID 463165, 2010;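 active means B-score, a plate-corrected calcium signal, over three deviations above library mean, with baseline fluorescence within five deviations of library mean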;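 further: RGS4 expression induced by doxycycline in cells with stable M3 receptor; B-score is computed from the integrated fluorescence ratio over baseline after carbachol; higher B-score means a larger calcium signal and so more RGS4 inhibition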
Target sequence (P49798 whole entry, looked up): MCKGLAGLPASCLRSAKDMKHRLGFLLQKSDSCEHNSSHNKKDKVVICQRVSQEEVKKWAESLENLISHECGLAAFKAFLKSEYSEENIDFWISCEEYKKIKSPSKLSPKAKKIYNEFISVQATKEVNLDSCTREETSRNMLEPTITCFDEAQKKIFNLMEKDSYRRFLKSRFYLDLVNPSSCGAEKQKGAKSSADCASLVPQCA
MrgX1 ag: agonists of human MrgX1 receptor, primary screen, HEK293 cells, Fluo-4 calcium flux | Mas-related G-protein coupled receptor member X1 (Homo sapiens), Q96LB2 | Fluo-4 calcium fluorescence, agonist mode; hits give high values | B-score at 10 µM | actives 0.44% (n = 310,000);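 active means calcium response B-score plate-corrected fluorescence ratio at least 3 library SD, with starting fluorescence B-score inside 5 SD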
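Assay system: MrgX1-expressing HEK293 cells / Amount: fifteen thousand cells per well / Doses: test compound in the initial addition of three / Timing: cells plated overnight, dye loaded 0.5 h 37 °C, 0.5 h room temperature / Technique: kinetic calcium dye fluorescence, Fluo-4 NW / Control set: positive and negative controls per plate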
* = called active by the depositor; i = inactive; . = no result given.

SMILES	MrgX1 antagonist	TRPC4 agonist	TRPC6 inh	TRPC4 block	TRPC6 activator	ANO1 block	MrgX1 allo act	ANO1 activ	TRPC4 potent	RGS4 block	MrgX1 ag
O=C(NCc1cnc2ccccn12)C1CCC(=O)N(Cc2ccccc2F)C1 (configuration not stated)	i	i	i	i	i	i	i	i	i	i	i
OCC1OC(n2nc3ccccc3n2)C(O)C(O)C1O (configuration not stated)	i	i	i	i	i	i	i	i	i	i	i
Cc1cccc(Cc2cnc(NC(=O)CN3C(=O)/C(=C/c4ccccc4)SC3=S)s2)c1	i	i	i	i	i	i	i	i	i	i	i
O=C1OCCC1Sc1nnc(-c2ccc(O)cc2)o1 (configuration not stated)	i	i	i	i	i	i	i	i	i	i	i
CCC(C)NC(=O)c1c(N)n(/N=C/c2cccnc2)c2nc3ccccc3nc12 (configuration not stated)	i	i	i	i	i	i	i	i	i	i	i
CCN1CCN(C(=O)C2(NC(=O)Nc3ccccc3Cl)CCCCC2)CC1	i	i	i	i	i	i	i	i	i	i	i
COc1ccc(-c2noc(CNC(=O)c3ccoc3C)n2)cc1	i	i	i	i	i	i	i	i	i	i	i
CN(CC(=O)Nc1cccc2ccccc12)C(=O)c1cccc(S(=O)(=O)N(C)C)c1	i	i	i	i	i	i	i	i	i	i	i
CN(C(=O)COc1ccccc1)c1nnc(C23CC4CC(CC(C4)C2)C3)s1	i	i	i	i	i	i	i	i	i	i	i
O=C(Nc1ccccc1)/C(=C/c1ccc2c(c1)OCO2)NC(=O)c1ccco1	i	i	i	i	i	i	i	i	i	i	i
O=C(Nc1ccccc1Cl)c1ccc(COc2ccc3c(c2)CCC3)cc1	i	i	i	i	i	i	i	-7.4*	i	i	i
O=C(Cn1cncn1)N/N=C/c1ccccc1Cl	i	i	i	i	i	i	i	i	i	i	i
CCCCC1S/C(=N/N=C/c2ccco2)NC1=O (configuration not stated)	i	i	i	i	i	i	i	i	i	i	i
CCN(CC)CCCNC(=O)c1c(O)c2c([nH]c1=O)CCCC2	i	i	i	i	i	i	i	i	i	i	i
COc1ccc(N(CC(=O)NCCc2ccc(OC)c(OC)c2)S(=O)(=O)c2c(C)noc2C)cc1	i	i	i	i	i	i	i	i	i	i	i
COc1ccc(S(=O)(=O)CCC(=O)Nc2cccc(OC)c2)cc1	i	i	i	i	i	i	i	.	i	i	i
Cc1nn2c3c(cnc2c1-c1ccccc1)C(=O)CC(c1ccco1)C3 (configuration not stated)	i	i	i	i	i	i	i	i	i	i	i
Cc1ccc(-c2noc(CCC(=O)NCCN3CCOCC3)n2)cc1	i	i	i	i	i	i	i	i	i	i	i
CCn1nc(C(=O)OCC(=O)c2cc(C)n(Cc3cccs3)c2C)c2ccccc2c1=O	i	i	i	i	i	i	i	i	i	i	i
COc1ccc(C(CC(=O)O)N2C(=O)CCC2=O)cc1 (configuration not stated)	i	i	i	i	i	i	i	i	i	i	i
Cc1ccc(CNc2nc(N)c([N+](=O)[O-])c(Nc3ccc(F)cc3)n2)cc1	i	i	i	i	i	i	i	i	i	i	i
CC1CCCCC1NC(=O)C1CCN(C(=O)c2sccc2-n2cccc2)CC1 (configuration not stated)	i	i	i	i	i	i	i	i	i	i	i
O=C(CN1CCCC1)Nc1sc2c(c1C(=O)Nc1ccc(Br)cc1)CCC2	i	i	i	i	i	i	i	i	i	i	i
CC(NC(=O)CNC(=O)OCc1ccccc1)C(=O)N1CC(O)CC1C(=O)OCc1ccccc1 (configuration not stated)	i	i	i	i	i	i	i	i	i	i	i
Cc1c(Cl)cccc1N1C(=O)C2ON(c3ccccc3)C(c3cccnc3)C2C1=O (configuration not stated)	i	i	i	i	i	i	i	i	i	i	i

(next part)
SMILES	MrgX1 antagonist	TRPC4 agonist	TRPC6 inh	TRPC4 block	TRPC6 activator	ANO1 block	MrgX1 allo act	ANO1 activ	TRPC4 potent	RGS4 block	MrgX1 ag
CC(C)[C@H](N)c1cn([C@@H](CC(N)=O)C(=O)N2CCNCC2)nn1	i	.	.	.	.	i	i	i	.	.	i
CC(C)C[C@H](NC(=O)OC(C)(C)C)C(=O)N[C@@H](CO)[C@H](O)[C@@H]1C[C@@H]1C(=O)N(C)C	i	i	i	i	i	i	i	i	i	i	i
O=C(NCCC1=CCCCC1)c1ccc(Cl)c(S(=O)(=O)Nc2ccccc2)c1	i	i	i	i	i	100*	i	i	i	i	i
O=c1c2ccccc2cnn1Cc1n[nH]c(=S)n1-c1ccccc1F	i	i	i	i	i	i	i	i	i	i	i
CC(C)c1ccc(-n2cccc2/C=C2/C(=N)N3C=CSC3=NC2=O)cc1	i	i	i	i	i	i	i	i	i	i	i
COc1ccc(-c2nc(C#N)c(N3CCCCC3)o2)cc1	i	i	i	i	i	i	i	i	i	i	i
O=C(Cc1cccs1)Nc1ccc(F)cc1F	i	i	i	i	i	i	i	i	i	i	i
O=C(COc1ccccc1Br)NCc1ccccn1	i	i	i	i	i	i	i	i	i	i	i
COc1ccccc1N(Cc1cc(=O)[nH]c2ccccc12)C(=O)c1cccc([N+](=O)[O-])c1	i	i	i	i	i	i	i	i	i	i	i
O=[N+]([O-])c1ccc(S(=O)(=O)NCC2CC3CCC2C3)cc1 (configuration not stated)	i	i	i	i	i	i	i	i	i	i	i
Cc1[nH]c2ccc(C(=O)NCCCN3CCOCC3)cc2c1C	i	i	i	i	i	i	i	i	i	i	i
COC(=O)c1cnn(-c2ccccc2)c1/C=N/NC(=S)Nc1ccccc1	i	i	i	i	i	i	i	i	i	i	i
CCOC(=O)Cn1c(=O)oc2cc(S(=O)(=O)Nc3c(C)cc(C)cc3C)ccc21	i	.	.	.	.	i	i	i	.	.	i
Cc1cc(C(=O)N/N=C/c2cc(Br)cc([N+](=O)[O-])c2O)c2ccccc2n1	i	i	i	i	i	i	i	i	i	i	i
CCOC(=O)c1ccc(-n2c(CC)nc3ccccc3c2=O)cc1	i	i	i	i	i	i	i	.	i	i	i
O=C(O)C1CCN(S(=O)(=O)/C=C/c2ccccc2)CC1	i	i	i	i	i	i	i	i	i	i	i
CCCc1nnc(SCc2ccc(C(=O)OC)o2)n1N	i	i	i	i	i	i	i	i	i	i	i
COc1ccc(CNS(=O)(=O)c2ccc(-c3cnc(C4CC4)o3)cc2)cc1	i	i	i	i	i	i	i	i	i	i	i
CCOC(=O)c1c(NC(=O)CNC2CCCc3ccccc32)sc(C(N)=O)c1C (configuration not stated)	-4.7*	i	i	i	i	i	i	i	i	i	i
CCC(=O)c1cn(CCOc2ccccc2OC)c2ccccc12	i	i	i	i	i	i	i	i	i	i	i
Cc1ccc(CC(CC(=O)O)C(=O)NCc2ccccc2)cc1 (configuration not stated)	i	i	i	i	i	i	i	i	i	i	i
COc1cccc(CNc2ccc3[nH]c(=O)[nH]c3c2)c1OCc1ccc(F)cc1	i	i	i	i	i	i	i	i	i	i	i
Cc1ccc(-c2ccc(=O)n(CC(=O)NCCC(C)C)n2)cc1	i	i	i	i	i	i	i	i	i	i	i
CCS(=O)(=O)Nc1cccc(-c2cc(-c3ccccc3)c3cc(C)ccc3n2)c1	i	i	i	i	i	i	i	i	i	i	i
Oc1cc(NCc2cccnc2)ccc1-c1nc2ccccc2o1	i	i	i	i	i	i	i	i	i	i	i

(next part)
SMILES	MrgX1 antagonist	TRPC4 agonist	TRPC6 inh	TRPC4 block	TRPC6 activator	ANO1 block	MrgX1 allo act	ANO1 activ	TRPC4 potent	RGS4 block	MrgX1 ag
FC(F)(F)c1cnc(C(c2ccccn2)c2ncn[nH]2)c(Cl)c1 (configuration not stated)	i	i	i	i	i	i	i	i	i	i	i
O=C(CCN1C(=O)c2ccccc2S1(=O)=O)NCc1ccco1	i	i	i	i	i	i	i	i	i	i	i
CCOc1cc(S(=O)(=O)N2CCC(Cc3ccccc3)CC2)c(OCC)cc1-n1cnnn1	i	i	i	i	i	i	i	i	i	i	i
COc1cccc(CC(NC(C)=O)C(=O)NC2CCN(C(=O)c3ccc(Cl)cc3)CC2)c1OC (configuration not stated)	i	i	i	i	i	i	i	i	i	i	i
COc1ccccc1-c1cc(C(=O)Nc2cccnc2)no1	i	i	i	i	i	i	i	i	i	i	i
Cc1cc(Cl)c(S(=O)(=O)NC(C(=O)O)c2ccccc2)cc1OCC(N)=O (configuration not stated)	i	i	i	i	i	i	i	i	i	i	i
O=C(NCCCN1CCCC1=O)c1cccc(S(=O)(=O)N2CCN(c3ccc(F)cc3)CC2)c1	i	i	i	i	i	i	i	i	i	i	i
C=CCn1c(=O)/c(=C/c2ccc(O)cc2)s/c1=C(/C#N)c1nnc2n1CCCCC2	i	.	.	.	.	i	i	i	.	.	36*
CNc1nc(-c2ccccc2)nc(-c2ccccc2)c1C#N	i	i	i	i	i	i	i	i	i	i	i
O=C(COc1cccc2ccccc12)N/N=C/c1ccncc1	i	i	i	i	i	i	i	i	i	i	i
O=C(CN(c1ccccc1)S(=O)(=O)c1ccccc1[N+](=O)[O-])NN=C1CCCCCCC1	i	i	i	i	i	i	i	i	i	i	i
COc1nc(/C(N)=N/O)nc(N2CCCCC2)n1	i	i	i	i	i	i	i	i	i	i	i
CC(=O)N1C(=O)NC(c2ccccc2)=C([N+](=O)[O-])C1c1ccccc1 (configuration not stated)	i	i	i	i	i	i	i	i	i	i	i
CC(C)OP(=O)(OC(C)C)C(NC(=O)c1ccccc1)C(N)=O (configuration not stated)	i	i	i	i	i	i	i	i	i	i	i
